RORgamma inh – ROR gamma (mouse) transcription inhibition | P51450 | Drosophila S2 Gal4-RORgamma UAS-luciferase reporter, 20 h | Potency, µM (titrated, usually from 53.6 µM), without a hit: top-dose activity change, negative = inhibition, hits mostly inhibitors | hit rate 5.4% among 310,000 | AID 2551; note: % is set by controls: 0 for no effect and ±100 for the full control effect; nearly all actives have a fitted effect of over 60% in size
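Drosophila Schneider cells stably carrying a metallothionein-driven Gal4 DBD–ROR gamma fusion and a UAS-Photinus luciferase reporter were exposed to compound for 1 hr, then induced with copper sulfate (700 uM final) for 20 hr at ambient temperature before luminescence reading.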
ELG1 genotox – inducers of genotoxicity in HEK293T ELG1-luciferase cells; Potency, µM (highest dose often 46 µM), without a hit: at the highest dose activity change, positive = activation, actives largely listed as activators; HEK293T ELG1-luciferase reporter, luminescence, 16 h; hit rate 1.3% among 330,000; note: % of control where 0% means no effect; nearly all actives have a fitted effect of over 60% in size
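16 hr compound incubation (37 °C, 5% CO2) of HEK293T cells carrying luciferase-tagged ELG1; luciferase then measured by ONE-Glo luminescence after 30 min at RT.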
uPA generation – blocks generation of uPA at the cell surface; cell surface uPA generation assay, qHTS; Potency, µM (doses to about 38.3 µM), inactives show at the highest dose activity change, negative = inhibition, usual class: inhibitors; hit rate 0.31% among 330,000; active = well fitted inhibition curve with a large enough effect; inconclusive = small, poorly fitted or top-dose-only effect; inactive = no such curve, though single readings can be large or run the other way; tested in mouse RAW 264.7 cells; note: % is set by controls: 0 for no effect and ±100 for the full control effect; nearly all actives have a fitted effect of over 55% in size
Gal4-VP16 FLuc – Gal4-VP16 reporter inhibition counter-screen; hit rate 3.5% among 310,000; Drosophila S2 Gal4-VP16 UAS-luciferase, luminescence, 20 h; Potency, µM (top dose mostly 53.6 µM), inactives show at the top dose activity, negative = inhibition, usual class: inhibitors;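 note: Gal4-VP16 expression switched on by copper sulfate through the metallothionein promoter; % is set by controls: 0 for no effect and ±100 for the full control effect; nearly all actives have a fitted effect of over 50% in size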
MBNL1 CUG block – blocks human MBNL1 binding to CUG repeat RNA; TR-FRET MBNL1-His/biotin-(CUG)12 binding, 665/545 ratio; Potency, µM (series often up to 57.5 µM), for the others: top-dose activity change, negative = inhibition, hits mostly inhibitors; hit rate 0.036% among 280,000; active = well fitted inhibition curve with a large enough effect in the signal ratio, with a control signal flat, not every such curve was filed as active; inconclusive = small, poorly fitted or top-dose-only effect, or effect the other way, or a change in a side signal; inactive = no such curve, though single readings can be large or run the other way; the % refers to the signal ratio; note: % is set by controls: 0 for no effect and ±100 for the full control effect
Target sequence (Q9NR56 whole entry, looked up): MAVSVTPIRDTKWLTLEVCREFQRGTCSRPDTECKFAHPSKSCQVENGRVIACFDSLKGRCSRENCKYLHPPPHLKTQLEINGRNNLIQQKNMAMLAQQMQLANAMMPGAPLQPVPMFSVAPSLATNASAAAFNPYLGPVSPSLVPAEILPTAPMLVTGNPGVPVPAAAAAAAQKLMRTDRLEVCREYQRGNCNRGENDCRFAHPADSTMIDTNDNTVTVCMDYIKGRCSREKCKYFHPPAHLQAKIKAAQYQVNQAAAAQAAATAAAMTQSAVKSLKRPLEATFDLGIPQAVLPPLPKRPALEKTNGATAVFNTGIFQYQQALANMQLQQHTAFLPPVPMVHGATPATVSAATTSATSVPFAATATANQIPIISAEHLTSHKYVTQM
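TR-FRET between His-tagged MBNL1 and biotin-(CUG)12 RNA, detected with Tb anti-His antibody (0.055 ng/ul) and streptavidin-XL665 (5 nM), 60 min at room temperature. Compounds titrated 92 nM to 58 uM; 665/545 nm ratio normalized to buffer and complex controls.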
FLuc modulator – inhibits or activates purified firefly luciferase, miR-21 counter-screen. AID 588342. hit rate 6.9% among 360,000. Potency, µM (series often up to 57.5 µM), inactives show at the top dose activity change, negative = inhibition, actives largely listed as inhibitors. purified FLuc, Km substrates, luminescence inhibition;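 note: plate controls were vehicle for no effect and reference inhibitor for full effect; nearly all actives have a fitted effect of over 55% in size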
Target sequence (P08659 whole entry, looked up): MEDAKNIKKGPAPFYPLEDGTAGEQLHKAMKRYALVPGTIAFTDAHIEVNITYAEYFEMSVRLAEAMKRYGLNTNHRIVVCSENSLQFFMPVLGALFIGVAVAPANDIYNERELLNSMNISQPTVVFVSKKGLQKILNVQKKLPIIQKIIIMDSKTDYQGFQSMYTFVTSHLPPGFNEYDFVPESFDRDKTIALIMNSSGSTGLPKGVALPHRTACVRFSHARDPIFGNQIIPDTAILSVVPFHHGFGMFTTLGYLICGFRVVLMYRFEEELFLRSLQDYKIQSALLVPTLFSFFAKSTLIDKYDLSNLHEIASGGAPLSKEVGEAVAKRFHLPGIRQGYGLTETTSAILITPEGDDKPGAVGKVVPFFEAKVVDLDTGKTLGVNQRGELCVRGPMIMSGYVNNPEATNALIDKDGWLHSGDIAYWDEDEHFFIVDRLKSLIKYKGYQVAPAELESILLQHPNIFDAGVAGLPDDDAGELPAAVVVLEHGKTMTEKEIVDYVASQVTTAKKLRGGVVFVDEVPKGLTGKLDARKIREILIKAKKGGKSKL
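Purified P. pyralis luciferase, 10 nM final, with Km-level 10 uM D-luciferin and 10 uM ATP in 50 mM Tris acetate pH 7.5, 10 mM Mg acetate, 0.01% Tween-20, 0.05% BSA; 6-point qHTS titration about 60 µM downward; luminescence read.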
CXXC DNA block – MLL CXXC-DNA interaction inhibition. MLL-CXXC / FITC-HOXA9 DNA fluorescence polarization. Potency, µM (titrated, usually from 115 µM), for inactives: at the top dose activity change, negative = inhibition, usual class: inhibitors. hit rate 0.037% among 290,000. AID 2662; active = well fitted inhibition curve with a large enough effect in the polarisation, with a control signal flat, not every such curve was filed as active; inconclusive = small, poorly fitted or top-dose-only effect, or effect the other way, or a change in a side signal; inactive = no such curve, though single readings can be large or run the other way; the % refers to the polarisation
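Purified MLL-CXXC (added from a 7 uM solution) was preincubated 5 min at ambient with pinned compounds in 50 mM Tris-HCl pH 7.5, 50 mM NaCl, 1 mM DTT, 0.05% BSA. Fluorescein-labeled HOX-A9 DNA (50 nM solution) followed, 30 min, then polarization read.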
NPC1 prom act – NPC1 promoter activation; Potency, µM (top dose mostly 9.22 µM), without a hit: at the top dose activation, actives largely listed as activators; hit rate 2.4% among 320,000; Huh7 NPC1 promoter luciferase reporter, 24 h;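 note: % of control where 0% means no effect; nearly all actives have a fitted effect of over 60% in size; reporter is driven by a mutant NPC1 promoter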
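Readout is luciferase luminescence, reflecting NPC1 promoter activation in stably transfected Huh7 cells after 24 h compound exposure at 37 °C in reduced-serum medium with 10% FBS.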
Rab9 prom act – activators of Rab9 promoter | Huh7 Rab9 promoter-luciferase reporter, luminescence, 24 h | Potency, µM (titrated, usually from 9.22 µM), for the others: top-dose activation, negative = inhibition, actives largely listed as activators | hit rate 2.8% among 320,000; note: % of control where 0% means no effect; nearly all actives have a fitted effect of over 60% in size
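Measured in stably transfected Huh7 cells bearing a Rab9 promoter–luciferase construct: 24 h compound treatment at 37 °C, followed by luminescence detection.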
p53 reactivator – restores transcriptional activity of mutant p53 | H1299 p53-A138V BP100-luciferase reporter, luminescence, 24 h | Potency, µM (doses to about 92.2 µM), for the others: top-dose activity change, positive = activation, usual class: activators | hit rate 0.063% among 320,000; note: % of control where 0% means no effect; nearly all actives have a fitted effect of over 45% in size
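H1299 (p53-null), stable ts p53-A138V + BP100-Luc; 1000 cells/well, Opti-MEM/10% FBS; cpd 4 pt, 1:5; 24 h, 37 deg C, 5% CO2; detection reagent 10 min RT; luminescence.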
BRCA1 expr up – BRCA1 expression activation; MCF7-BRCA1-FFLuc reporter, luminescence, 48 h; response scale: scaled: vehicle 0%, 10 µM genistein 100%; Potency, µM (titrated, usually from 46.1 µM), without a hit: at the top dose activation, usual class: activators; AID 624202; hit rate 1.1% among 380,000; note: nearly all actives have a fitted effect of over 80% in size; some results filed as inactive show a strong effect at the top dose
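Luminescence from a BRCA1-driven firefly luciferase in MCF7 cells was the read-out, taken 15 min after substrate addition following 48 h compound exposure at 37 °C. Data were normalized to a 10 microM genistein control and DMSO vehicle.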
Active calls of the source: *; ? = inconclusive; nt = no result given; & = joins results of further samples; [ ] = remark or other dose. Unless noted, calls come from the whole dose curve; as a rule, active = well fitted curve in the direction sought with a large enough effect; inconclusive = small, poorly fitted or top-dose-only effect, or another doubt; inactive = no such curve, though single readings can be large; an effect the other way counts as inactive or inconclusive. Potency is the fitted concentration of half-maximal effect.

SMILES	uPA generation	NPC1 prom act	Rab9 prom act	p53 reactivator	Gal4-VP16 FLuc	ELG1 genotox	CXXC DNA block	MBNL1 CUG block	FLuc modulator	RORgamma inh	BRCA1 expr up
COc1ccc(CN(Cc2ccc(C(=O)O)cc2)C(=S)Nc2ccccc2F)cc1OC	0%	0%	-3%	2%	-13%	0%	-5%	-8%	-11%	14%	-5%
Cc1ccc(S(=O)(=O)n2nnc3ccccc32)c(C)c1C	4%	-3%	-4%	1%	-5%	3%	-6%	1%	-20%	-1%	7%
N#Cc1ccc(NC(=O)COC(=O)CCNS(=O)(=O)c2ccccc2)cc1	-3%	-1%	-4%	13%	6%	3%	2%	nt	0%	-9%[10 µM]	-17%
CN(C)c1ccc(CNS(=O)(=O)c2csc(C(N)=O)c2)cc1	3%	2%	0%	3%	-28%	-17%	-2%	-9%	2%&-3%	38%	-18%
CCOC(=O)c1ccccc1NC(=O)CCNC(=O)Cn1cnc2ccccc2c1=O	0%	1%	-6%	-5%	2%	-2%	-2%	8%	1%	14%	-9%
COc1c(C)cc(C(=O)C2CCCN(Cc3c(C)n(C)n(-c4ccccc4)c3=O)C2)cc1C (stereo not drawn)	-1%	-8%	-1%	-2%	-1%	1%	-9%	0%	1%	5%	-14%
CCOC(=O)C1CCN(C(=O)CNC(=O)c2nn(-c3ccc(OC)c(Cl)c3)c(=O)c3ccccc23)CC1	-12%	24%	21%	?	-7%	1%	-8%	?	2.7µM*	1%	8%
CC(C)CCNC(=O)C(C)N(C(=O)c1snc(C(N)=O)c1N)c1cnc2ccccc2c1 (stereo not drawn)	1%	1%	-4%	3%	2%	5%	5%	?	4%	?	-18%
Cc1ccc(NC(=O)Cn2c(/C=C/c3ccccc3)nc3ccccc32)cc1C	1%	2%	2%	16%	1%[0.365 µM]	?	22%	-1%	?	-31%	-9%
Cc1ccc(C)c(NC(=O)C2CC3c4ccccc4C2c2ccccc23)c1 (stereo not drawn)	-1%	0%	-3%	4%	-11%	0%	20%	0%	0%	?	43%
COc1cccc(OCCNc2cc(N3CCOCC3)ccc2[N+](=O)[O-])c1	-4%	2%	1%	6%	-1%	9%	2%	nt	?	11%[10 µM]	13%
CC1CCN(S(=O)(=O)c2ccc(S(=O)(=O)N3CCCC3)cc2)CC1	9%	-2%	2%	8%	2%	-4%	4%	7%	1%	-1%	23%
COc1ccccc1NC(=O)CSc1nnc(-c2ccc(C)cc2)o1	-9%	1.6µM*	1.3µM*	8%	19%	?	6%	-2%	-11%	3%	?
Cc1noc(C)c1COc1ccc(C(=O)N(C)CCOc2ccccc2)cc1	3%	-1%	-1%	-13%	nt	1%	nt	nt	3%	nt	-4%
O=C(O)CC(NS(=O)(=O)c1cccc2nsnc12)c1ccc(F)cc1 (stereo not drawn)	3%	-6%	-8%	5%	1%	0%	-13%	?	0%	5%	8%
O=C(CS(=O)(=O)c1ccccc1)N1CCN(c2ccccc2)CC1	-7%	9%	22%	29%	nt	5%	nt	nt	2%	nt	61%
O=C(COc1ccc([N+](=O)[O-])cc1)NNC(=O)Nc1ccc([N+](=O)[O-])cc1	-6%	1%	5%	-11%	-3%	-5%	27%	?	8%	6%	34%
Cc1ccc(NC(=O)CN2C(=O)NC3(CCCc4ccccc43)C2=O)c(C)c1 (stereo not drawn)	5%	-3%	-5%	2%	nt	4%	nt	nt	8%	nt	0%
COc1ccc(/C=C/C(=O)c2sc(-c3ccc(Cl)cc3)nc2C)cc1	nt	-1%	3%	-6%	-5%	-3%	7%	-7%	0%	21%	nt
Cc1nc2ccccn2c1C(=O)NNC(=S)Nc1ccc(Cl)cc1	-2%	0%	-5%	28%	?	-9%	7%	14%	?	-40%	-33%
c1cncc(CNCc2ccco2)c1	5%	-3%	0%	-3%	0%	0%	43%	3%	-2%	-31%	3%
O=C(NCC1CCCN1S(=O)(=O)c1cccs1)c1cccc(Cl)c1 (stereo not drawn)	-4%	-2%	-3%	-8%	nt	-6%	nt	nt	-2%	nt	-23%
CCN1C(=O)C(=Cc2cccc(OC)c2Oc2ccc([N+](=O)[O-])cc2[N+](=O)[O-])SC1=S	-10%	-51%[inhibitor]	-49%[inhibitor]	12%	?	-19%	3%	?	1%	?	-90%
CCN1CCN(CCC(=O)Nc2cc(OC)ccc2OC)CC1	0%	0%	-2%	nt	-9%	0%	0%	-2%	5%	-23%	2%
Cc1occc1C(=O)NNC(=S)NCc1ccccc1	6%	-2%	0%	11%	-3%	1%	-4%	-6%	2%	?	-3%
CCn1cc(S(=O)(=O)NCc2ccc(OC)cc2)cn1	3%	-2%	-2%	-8%	-2%	-4%	-5%	-4%	5%	0%	4%
O=C(NCc1ccc(Cl)cc1)c1ccc(Cn2cc(C(F)(F)F)ccc2=O)cc1	nt	2%	-2%	3%	-4%	-9%	1%	-7%	-2%	37%	-19%
O=C(NNC(=S)Nc1ccccc1)c1cc(-c2cccnc2)nc2ccccc12	5%	-1%	16%	0%	-12%	-3%	-1%	37%[activator]	13µM*	-35%	-2%
Cn1c(CC(=O)Nc2ccccc2)cc2ccccc21	4.5µM*	-3%	11%	nt	?	4%	2%	-4%	-17%	30%	-48%
O=C(NC1CCCCC1)c1cc(S(=O)(=O)N2CCCCC2)ccc1N1CCOCC1	?	1%	-1%	-4%	nt	-2%	nt	nt	2%	nt	-20%
Cc1cc(C)c(S(=O)(=O)c2ccccc2C)c(SCC(C)C)n1	-4%	-7%	-3%	6%	?	-3%	7%	0%	2%	?	-42%
CC(C(=O)OCc1nnc(-c2ccccc2)o1)N1C(=O)C2CCCCC2C1=O (stereo not drawn)	-1%	9%	2%	11%	-15%	8%	2%	-10%	?	11%	29%
CCOc1ccc(NC(=O)CSc2ncn[nH]2)cc1	0%	11%	22%	2%	?	11%	0%	-10%	?	-9%	38%
CC12CCC(C(=O)NCc3cccnc3)(OC1=O)C2(C)C (stereo not drawn)	-6%	-2%	-6%	10%	0%	4%	6%	-4%	0%	11%	2%
Cc1ccc(C(=O)COC(=O)CNC(=O)CN2C(=O)c3ccccc3C2=O)cc1	2%	-6%	-3%	-4%	-7%	0%	0%	nt	2%	4%	-29%
COc1cccc(CNC(=O)C2CCCN(c3nn4c(=O)cc(C)nc4s3)C2)c1OC (stereo not drawn)	1%	1%	4%	-1%	9%	1%	7%	9%	2%	0%	7%
COC(=O)CSc1nc(C)cc(Oc2ccccc2)n1	-4%	-4%	5%	3%	0%	6%	0%	-8%	-3%	10%	0%
CCOC(=O)CN1C(=O)C(C)(C)Oc2ccc(C(=O)Nc3ccccc3)cc21	7%	12%	13%	10%	8%	2%	4%	5%	?	?	19%
C=CCOc1ccc(C2C(C(=O)c3ccc(C)o3)=C(O)C(=O)N2Cc2cccnc2)cc1 (stereo not drawn)	1%	-5%	0%	-2%	7%	0%	1%	95%[activator]	2%	-31%	4%
O=C(Nc1ccccc1C(=O)N1CCOCC1)c1ccc(F)cc1	0%	-2%	4%	-1%	-1%	-2%	6%	-3%	8%	6%	1%
CCN(C(=O)CCC(=O)N(CC)c1ccccc1)c1ccccc1	-3%	-1%	1%	0%	-7%	-3%	7%	-9%[11.5 µM]	5%	?	6%
CCCCNc1c(N)n(CCC)c(=O)[nH]c1=O	-4%	1%	1%	6%	-13%	6%	2%	-1%	-1%	-10%	0%
COc1cccc(C2=NOC(C(=O)NCc3cccs3)C2)c1 (stereo not drawn)	-8%	-2%	20%	?	4%	nt	5%	0%	?	15%	-39%
C/C(=C\c1ccc(Cl)cc1)C(=O)c1c(C)cc(C)[nH]c1=O	-9%	-6%	-1%	nt	-11%	-14%	5%	8%	5%	-28%	-16%
CC(=O)Nc1ccc(N(CC(=O)NC2CCCCC2)C(=O)Cn2nnc(-c3ccccc3)n2)cc1	-4%	0%	-1%	4%	-1%	5%	9%	-4%	0%	18%	-20%
COc1cc(CNCCO)cc(Cl)c1OCc1ccccc1Cl	1%	-1%	-5%	7%	2%	8%	-8%	-6%	1%	-36%	-5%
CN1C[C@@H]2C(c3ccccc3)C3(c4ccc(C#N)cc4)CC2(C3)[C@H]1c1ccccc1 (stereo partly drawn)	-1%	0%	-6%	12%	-4%&2%	-4%	-3%	-2%	0%	15%&10%	6%
CCC1(CC)Cc2ccccc2-c2nc(-c3ccccc3)oc(=O)c21	6%	0%	-5%	-2%	-7%	2%	4%	-1%	0%	0%	16%

An excerpt; the hit share may differ from the screen's.
